# Screening data deposited in PubChem BioAssay by several laboratories.
# HTR5A ag ctr: counter-screen for OPRM1-OPRD1 agonists: human HTR5A agonism; P47898; HTR5A agonist assay, luminescence, cell-based; activation, % at 9.3 µM; 340,000 compounds, 0.61% hits; AID 504692; in the data active = activation mostly above about 9.5%, no sharp cut-off; inactive = mostly below about 7.6%;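 note: 0% = cells with vehicle only and 100% = reference agonist; strong numbers were not always called active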
# Rtt109 Vps75: C. albicans Rtt109 histone acetyltransferase inhibition | 330,000 compounds, 0.16% hits | AID 540336 | purified Rtt109/Vps75, ThioGlo CoA-SH fluorescence, 4 h | inhibition, % at 34.9 µM;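 active = inhibition of at least 50% in every replicate; inconclusive = best replicate reaches 50% inhibition but some replicates fall short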
# Target sequence (Q5AAJ8 whole entry, looked up): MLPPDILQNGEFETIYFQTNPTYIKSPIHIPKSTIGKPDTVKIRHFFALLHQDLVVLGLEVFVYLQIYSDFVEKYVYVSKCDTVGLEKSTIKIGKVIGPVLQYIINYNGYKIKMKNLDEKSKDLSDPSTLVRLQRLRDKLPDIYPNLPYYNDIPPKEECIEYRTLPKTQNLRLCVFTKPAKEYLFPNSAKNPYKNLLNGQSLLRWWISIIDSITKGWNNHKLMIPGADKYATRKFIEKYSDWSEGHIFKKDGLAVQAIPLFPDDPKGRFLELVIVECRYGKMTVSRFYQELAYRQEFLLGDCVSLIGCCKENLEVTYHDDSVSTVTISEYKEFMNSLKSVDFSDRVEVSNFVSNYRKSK
# dFosB act: mouse delta FosB homodimer activation. P13346. purified delta FosB, TAMRA-CDK5 oligo fluorescence polarization; percent of positive-control signal above neutral wells. AID 493131. 340,000 compounds, 0.99% hits. activation, % at 25 µM;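 active = mean activation above about 17%, with every replicate also reaching it, limit read from the data, passing the limit was not always enough; inconclusive = only one of the two conditions met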;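 note: fluorescence polarization rise as delta FosB binds a TAMRA Cdk5 AP-1 oligo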
# CDK5 p35 inh: CDK5/p35 (human) kinase inhibition. inhibition, % at 10 µM. Q00535+Q15078. AID 488839. Recombinant CDK5/p35, ADP-Glo luminescence, 60 min. 330,000 compounds, 0.01% hits;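 active = highest replicate inhibition of at least 50% and at least 75% of replicates reaching 50%; inconclusive = only one of the two criteria met; inactive = both criteria failed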;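 note: plate controls were DMSO neutral control for no effect and GW8510 at 10 µM for full effect; many of its hits are not listed in these tables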
# Target sequence (Q00535 whole entry, looked up): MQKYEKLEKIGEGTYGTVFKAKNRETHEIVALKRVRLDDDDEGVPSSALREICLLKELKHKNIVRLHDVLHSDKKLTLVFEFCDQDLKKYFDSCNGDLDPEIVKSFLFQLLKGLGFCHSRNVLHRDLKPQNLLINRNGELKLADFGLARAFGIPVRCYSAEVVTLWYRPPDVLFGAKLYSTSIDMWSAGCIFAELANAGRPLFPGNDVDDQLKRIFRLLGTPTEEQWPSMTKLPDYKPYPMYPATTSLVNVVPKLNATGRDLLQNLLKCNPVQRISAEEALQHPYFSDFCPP
# Target sequence (Q15078 whole entry, looked up): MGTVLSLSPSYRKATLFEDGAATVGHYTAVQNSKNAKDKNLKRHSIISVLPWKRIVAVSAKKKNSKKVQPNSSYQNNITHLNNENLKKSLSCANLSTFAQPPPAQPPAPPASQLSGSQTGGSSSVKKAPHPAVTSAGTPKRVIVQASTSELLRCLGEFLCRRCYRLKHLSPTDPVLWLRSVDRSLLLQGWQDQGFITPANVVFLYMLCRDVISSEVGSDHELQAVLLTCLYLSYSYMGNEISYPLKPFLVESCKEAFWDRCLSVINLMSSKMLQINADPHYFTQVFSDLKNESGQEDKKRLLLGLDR
# MITF act: activators of MITF-driven TRPM1 promoter activity in SK-MEL-5 cells; SK-MEL-5 TRPM1-promoter luciferase, 24 h; % of positive control, neutral wells = 0; activation, % at 12.5 µM; 300,000 compounds, 0.75% hits; AID 588334;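 active = mean activation of at least 80% with every replicate also reaching 80%; inconclusive = mean reaches 80% but some replicate falls short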;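 note: 0% = neutral control wells and 100% = parthenolide positive control wells; values of inactives mirror those of a sister screen read the other way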
# SR-BI DiI-HDL act: activators of SR-BI mediated HDL lipid uptake. activation, % at 12.5 µM. AID 504775. 320,000 compounds, 0.096% hits. CHO ldlA[mSR-BI] cells, DiI-HDL uptake fluorescence, 3 h; 100 = double the neutral-control signal;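 active = mean replicate activation of at least 60% and every replicate at or above 60%; inconclusive = mean or all-replicate condition met, but not both; inactive = mean below 60% and not all replicates reaching 60%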;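 note: 0% = median plate neutral-control signal and 100% = twice that signal; values of inactives mirror those of a sister screen read the other way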
#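 Material: SR-BI-overexpressing, LDLR-lacking CHO cells | Dosing: Single compound concentration, delivered by pin transfer | Probe or stimulus: Labelled HDL, 10 µg/mL | Signal: Bottom-read cell fluorescence after medium removal, ex 550/em 595 nm | Schedule: 3 h, 37 °C | Evaluation: HDL uptake via cellular fluorescence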
# SR-BI HDL uptake: mouse SR-BI HDL lipid transfer inhibition; ldlA[mSR-BI] CHO cells, DiI-HDL uptake fluorescence, 3 h; AID 488896; inhibition, % at 12.5 µM; Q61009; 320,000 compounds, 0.96% hits;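 active = mean replicate inhibition of at least 70% and a set share of replicates each scoring 70 or more; inconclusive = meets just one of the two criteria; inactive = fails both criteria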;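 note: 0% = median of neutral control wells and 100% = median of positive control wells; values of inactives mirror those of a sister screen read the other way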
# Wnt bcat act: Wnt/beta-catenin pathway activation; activation, % at 9.35 µM; AID 743398; Wnt/beta-catenin reporter cell assay, activator, plate reader; 300,000 compounds, 1.2% hits; in the data active = activation above about 30%, passing the limit was not always enough; inconclusive = no clear call, values can overlap the other calls;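 note: 0% = neutral control wells and 100% = positive control wells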
# RTF Ca sens act: cardiac RTF calcium sensitization. IANBD-labeled TnC RTF fluorescence at EC20 calcium; 0% EC20 calcium, 100% full calcium. activation, % at 7.2 µM. 340,000 compounds, 0.24% hits. AID 493008;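 active = activation above the mean over all tested compounds plus 3 SD, cut at about 30% in these data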;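 note: rise in fluorescence read as greater calcium sensitivity of cardiac thin filaments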
# PvdQ acylase: blocks Pseudomonas aeruginosa PvdQ acylase activity; 340,000 compounds, 0.063% hits; purified PvdQ acylase, fluorescence plate reader; inhibition, % at 10 µM; in the data active = inhibition above about 30%, passing the limit was not always enough; inconclusive = no clear call, values can overlap the other calls;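 note: 0% = vehicle neutral wells and 100% = reference inhibitor wells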
# The depositor's hits bear a star; ? = inconclusive; nt = no result given.
# Under each structure – Wnt bcat act	PvdQ acylase	RTF Ca sens act	CDK5 p35 inh	HTR5A ag ctr	SR-BI HDL uptake	Rtt109 Vps75	dFosB act	SR-BI DiI-HDL act	MITF act
CC(Nc1cccc2ccccc12)C(=O)N/N=C/c1ccc([N+](=O)[O-])cc1 (stereo not drawn)
    3	-12	0	0.0	-2	8	-4	2	-8	1
COc1ccc(S(=O)(=O)c2c(C)c(NS(=O)(=O)c3ccccc3)cc(C)c2O)cc1
    -2	2	4	1.0	4	-13	10	4	13	-3
COC(=O)c1ccc(NC(=O)c2ccc3nsnc3c2)cc1
    12	6	0	2.4	6	-3	5	-1	3	30
CC(C)(C)CC(=O)NCCCCCCNC(=O)CC(C)(C)C
    3	-8	2	-2.5	4	-14	1	5	14	2
O=[N+]([O-])c1cn(Cc2ccc(Cl)cc2)cn1
    4	3	3	-1.2	7	9	2	5	-9	-9
COc1ccccc1C(CC(=O)N1CCCC1)c1ccc2c(c1)OCO2 (stereo not drawn)
    -2	-6	3	-4.2	0	nt	5	-8	nt	2
CC(=O)NC(CC(=O)Nc1cc(Cl)ccc1-n1cncn1)c1ccccc1 (stereo not drawn)
    4	-6	-5	0.9	-7	-23	-9	5	23	-8
Cn1nc(C(=O)Nc2ccc(S(=O)(=O)N3CCCCC3)cc2)ccc1=O
    0	-6	-5	-0.1	-1	-5	-7	-9	5	-10
O=C(CNCc1ccccc1Cl)Nc1ccc2c(c1)OCCO2
    3	-6	-3	1.2	11	nt	0	-9	nt	?
Cc1ccc(NC(=O)C(=O)NCc2ccco2)c(C)c1
    -2	-8	1	2.2	5	1	1	1	-1	72

# Single records (already shown):
# COC(=O)c1ccc(NC(=O)c2ccc3nsnc3c2)cc1 as listed: Wnt bcat act: 12; PvdQ acylase: 6; RTF Ca sens act: 0; CDK5 p35 inh: 2.4; HTR5A ag ctr: 6; SR-BI HDL uptake: -3; Rtt109 Vps75: 5; dFosB act: -1; SR-BI DiI-HDL act: 3; MITF act: 30
# O=C(CNCc1ccccc1Cl)Nc1ccc2c(c1)OCCO2 as listed: Wnt bcat act: 3; PvdQ acylase: -6; RTF Ca sens act: -3; CDK5 p35 inh: 1.2; HTR5A ag ctr: 11; SR-BI HDL uptake: nt; Rtt109 Vps75: 0; dFosB act: -9; SR-BI DiI-HDL act: nt; MITF act: ?

# Next part.
# Under each structure – Wnt bcat act	PvdQ acylase	RTF Ca sens act	CDK5 p35 inh	HTR5A ag ctr	SR-BI HDL uptake	Rtt109 Vps75	dFosB act	SR-BI DiI-HDL act	MITF act
CCc1cccc2c(C(=O)COC(=O)/C=C/c3ccccc3OC)c[nH]c12
    -3	0	-5	-0.4	4	3	1	-3	-3	-2
COc1cccc(-c2nnc(SCc3nc4ccccc4s3)n2C)c1
    nt	-19	-3	-1.7	-9	-17	-6	0	17	0
CCn1cc(/C=C(\NC(=O)c2ccccc2)C(=O)N2CCOCC2)c2ccccc21
    0	4	0	0.1	-2	-5	1	-2	5	-22
O=C(NCc1ccc2c(c1)OCO2)c1ccc2c(c1)S(=O)(=O)c1ccccc1C2=O
    -4	1	-1	1.7	-6	-3	2	-3	3	-6
CCOc1ccc(C(=O)NCC(c2cccs2)N(C)C)cc1OCC (stereo not drawn)
    nt	-4	3	1.8	1	7	-5	-7	-7	0
Cc1nn(CC(=O)NCCCN2CCOCC2)c(C)c1[N+](=O)[O-]
    -2	-20	1	-0.1	1	-5	4	-7	5	6
CCOC(=O)c1c(C)n(C)c2cc(Br)c(C)cc12
    nt	1	2	-1.3	-2	23	-11	-7	-23	-5
COC(=O)c1cc(S(=O)(=O)NC2CCCCC2)cn1C
    -1	-8	4	0.0	-2	-32	-6	-16	32	-1
O=C(CC1CCCCC1)NCc1ccccn1
    0	-8	6	0.2	6	-11	-5	-1	11	nt
Cc1cccc(N(C(=O)c2csnn2)C(C(=O)NC(C)(C)C)c2cccs2)c1 (stereo not drawn)
    -1	7	2	2.7	3	-6	32	-13	6	4

# Other results follow.
# Under each structure – Wnt bcat act	PvdQ acylase	RTF Ca sens act	CDK5 p35 inh	HTR5A ag ctr	SR-BI HDL uptake	Rtt109 Vps75	dFosB act	SR-BI DiI-HDL act	MITF act
CC(C)Cn1cc(C(=O)N2CCOCC2)c2c3ccccc3n(C)c2c1=O
    nt	-1	0	0.6	-2	8	9	5	-8	7
Cc1ccc(SC[C@H](C)CN2CC[C@H](C)CCC2=O)cc1
    6	-7	-1	1.5	3	-28	2	-5	28	11
CC(=O)NC1=NN(C(C)=O)C(c2ccc(C)cc2)S1 (stereo not drawn)
    2	8	-4	1.5	-8	-49	-7	-1	49	-14
O=C(COC(=O)c1cc(S(=O)(=O)N2CCOCC2)ccc1F)c1ccccc1
    -3	-11	-2	1.0	-3	19	0	-9	-19	-16
COc1cccc(C2C=C(Nc3ccccc3)C(=O)N2c2ccccc2)c1 (stereo not drawn)
    -6	-6	-2	-0.2	-7	7	4	0	-7	8
CC(C)C(=O)NCCc1nc2ccccc2n1CCc1ccccc1
    0	-15	2	-3.0	2	-13	-5	-7	13	-4
S=C(Nc1ccc(Cl)cc1)N1CCCCC1
    -1	0	6	1.1	-4	-6	1	8	6	22
COc1ccc(-c2[nH]nc3c2C2(C(=O)N(CC(=O)O)c4ccccc42)C(C#N)=C(N)O3)cc1OC (stereo not drawn)
    -4	-5	8	-1.6	7	-3	-2	-5	3	-1
CCOc1cc(C2Nc3ccccc3NC3=C2C(=O)CC(C)(C)C3)ccc1OC(C)=O (stereo not drawn)
    -2	-15	-3	-0.2	4	-15	4	-9	15	nt
CNS(=O)(=O)c1ccc2c3c(cccc13)C(=O)N2C
    2	-11	5	0.5	-1	-18	-35	0	18	nt

# (continued)
# Under each structure – Wnt bcat act	PvdQ acylase	RTF Ca sens act	CDK5 p35 inh	HTR5A ag ctr	SR-BI HDL uptake	Rtt109 Vps75	dFosB act	SR-BI DiI-HDL act	MITF act
COc1ccc(CCN2CC(C(=O)NCc3cc(C)on3)CCC2=O)cc1 (stereo not drawn)
    -2	-17	2	0.0	2	-12	10	-7	12	-1
COc1ccc(-n2nc(C(=O)NCC(=O)N(C)Cc3ccccc3)c3ccccc3c2=O)cc1OC
    -4	-6	-6	0.3	-1	nt	2	-11	nt	14
CC(C)CC(C(=O)OCC(=O)c1c(N)n(C)c(=O)n(C)c1=O)N1C(=O)C2CC=CCC2C1=O (stereo not drawn)
    -2	-2	-1	0.2	1	-30	1	-6	30	-1
Cc1ccc(C)c(-c2nnc(NC(=O)CCS(=O)(=O)c3ccc(F)cc3)o2)c1
    -1	2	-3	1.7	2	-11	-2	0	11	-10
O=C(NCCn1c(C(F)(F)F)nc2cc(C(F)(F)F)ccc21)[C@H]1CCCN1c1nc(CN2CCCCC2)cs1
    nt	0	2	-0.3	nt	0	7	5	0	-2
CCNC(=S)Nn1cnc2ccccc21
    0	7	1	1.1	0	0	-4	-4	0	-28
COc1ccc(CN(C)C(=O)CCc2ccc(S(=O)(=O)N3CCCCCC3)cc2)c(OC)c1
    -1	-10	-2	-1.9	-2	22	0	-9	-22	-21
O=C(O)/C=C/C(=O)Nc1ccc2nccnc2c1
    8	-2	2	-0.2	-3	-5	-5	3	5	6
CC1CC(C)CN(S(=O)(=O)c2ccc(C(=O)N(c3ccccn3)C3CCCCC3)cc2)C1 (stereo not drawn)
    -2	-8	7	-1.7	-4	22	4	-7	-22	-11
Cc1cccc(NS(=O)(=O)c2cccc(C(=O)NCC3(N4CCOCC4)CCCCC3)c2)c1
    0	-9	-1	-1.9	-3	-20	12	-5	20	14

# Of the compounds above, these have a COOH group:
# Under each structure – Wnt bcat act	PvdQ acylase	RTF Ca sens act	CDK5 p35 inh	HTR5A ag ctr	SR-BI HDL uptake	Rtt109 Vps75	dFosB act	SR-BI DiI-HDL act	MITF act
COc1ccc(-c2[nH]nc3c2C2(C(=O)N(CC(=O)O)c4ccccc42)C(C#N)=C(N)O3)cc1OC (stereo not drawn)
    -4	-5	8	-1.6	7	-3	-2	-5	3	-1
O=C(O)/C=C/C(=O)Nc1ccc2nccnc2c1
    8	-2	2	-0.2	-3	-5	-5	3	5	6

# Going on with the list:
# Under each structure – Wnt bcat act	PvdQ acylase	RTF Ca sens act	CDK5 p35 inh	HTR5A ag ctr	SR-BI HDL uptake	Rtt109 Vps75	dFosB act	SR-BI DiI-HDL act	MITF act
Cc1cccc(N2C(=O)CCC2=O)c1
    -10	-2	9	0.2	3	-11	-1	-4	11	nt
CCN(C(=O)Cn1nnc(-c2ccccc2)n1)C1CCS(=O)(=O)C1 (stereo not drawn)
    1	-1	-1	0.4	7	-14	-8	0	14	2
Cc1nc2cc(NC(=O)COc3ccccc3C#N)ccc2n1-c1ccccc1
    nt	0	-3	-1.6	0	2	5	9	-2	19
CC(=O)N1N=C(c2ccccc2O)OC1(C)CC(=O)Nc1ccccc1 (stereo not drawn)
    nt	-9	-2	-3.3	-8	9	11	-8	-9	-3
COc1ccc(NC(=O)c2ccc(S(=O)(=O)N(C)c3ccccc3)cc2)cn1
    -5	0	7	-3.4	3	37	30	-7	-37	4
CC(=O)c1c(C)[nH]c(C(=O)OCC(=O)N(Cc2ccccc2)C(C)(C)C)c1C
    0	-12	3	-0.1	-3	5	-4	-7	-5	-13
Cc1ccc(CNCc2ccc3c(c2)OCO3)cc1
    -1	-7	2	0.0	-7	4	1	1	-4	nt
O=C(CNC(=O)c1ccccc1)OCc1nnc(-c2ccccc2)o1
    2	16	-2	1.1	-6	-42	-15	-2	42	-1
CC(=O)Oc1c(C)c(=O)n(C)c2ccccc12
    -1	-4	-2	0.6	0	10	6	-1	-10	-1
COC(=O)c1ccc(Oc2cc(C)nc(Cl)n2)cc1
    -2	2	-8	0.0	2	-25	nt	2	25	14

# (next part)
# Under each structure – Wnt bcat act	PvdQ acylase	RTF Ca sens act	CDK5 p35 inh	HTR5A ag ctr	SR-BI HDL uptake	Rtt109 Vps75	dFosB act	SR-BI DiI-HDL act	MITF act
CCCC(=O)OCC(=O)Nc1ccc(OC(F)F)cc1
    2	7	0	1.0	0	-19	18	-9	19	nt
Cc1ccc(S(=O)(=O)CCC(=O)OC(C)c2nnc(-c3cccs3)o2)cc1 (stereo not drawn)
    -3	-15	-1	-1.2	-5	-22	-13	-3	22	-17
CCN(C1CCCCC1)S(=O)(=O)c1cn(C)c(=O)n(C)c1=O
    1	3	3	-1.0	-5	2	5	5	-2	14
Cc1c(N2C(=O)C(C)SC23C(=O)Nc2ccccc23)c(=O)n(-c2ccccc2)n1C (stereo not drawn)
    nt	-17	1	-0.8	0	7	-1	2	-7	-14
